Menin MLL FP TR: displaces Texas Red mutant MLL peptide from human menin; Menin + Texas Red MLL mutant peptide, fluorescence polarization; Potency, µM (highest dose often 61.6 µM), without a hit: at the highest dose FP activity change, negative = inhibition, usual class: inhibitors; hit rate 0.23% among 270,000; O00255; active = well fitted inhibition curve with a large enough effect in the polarisation, with a control signal flat, not every such curve was filed as active; inconclusive = small, poorly fitted or top-dose-only effect, or effect the other way, or a change in a side signal; inactive = no such curve, though single readings can be large or run the other way; the % refers to the polarisation; note: potency is the fitted concentration of half-maximal effect; % of control where 0% means no effect; many of its hits are not listed in these tables
PKM2 activator: PKM2 (human) enzyme activation; hit rate 0.34% among 260,000; Potency, µM (highest dose often 57.5 µM), for the others: top-dose activation, usual class: activators; purified PKM2, Kinase-Glo ATP luminescence, activation; response scale: 0% is enzyme alone, no compound; AID 1631; note: potency is the fitted concentration of half-maximal effect; % is set by controls: 0 for no effect and ±100 for the full control effect; nearly all actives have a fitted effect of over 55% in size
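Kinase-Glo luminescence reports ATP generated from ADP (0.1 mM) and PEP (0.5 mM) by purified hPK-M2 after 1 h at room temperature, pH 7.2 imidazole buffer; intermediate enzyme activity allows detecting inhibitors and activators.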
hERG WT inh: blocks the wildtype human KCNH2 potassium channel. Q12809. U2OS, BacMam KCNH2, thallium flux FluxOr; stronger effect = lower value. hit rate 0.37% among 340,000. activity change, % at 1.84 µM;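 active = maximum activity change below -70%; inconclusive = maximum activity change between -70% and -50%; inactive = maximum activity change above -50%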; note: % is set by controls: 0 for no effect and ±100 for the full control effect
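U2OS cells were transduced with wild-type KCNH2 virus (2.03 x 10^8 / mL) for 4 h at room temperature, then cultured overnight at 37 C. Thallium flux was read with FluxOr dye. Rate constants were normalized to DMSO controls.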
TRPV1 ag: activates the human vanilloid receptor TRPV1; Q8NER1; TRPV1-expressing cells, Fluo-8 calcium influx, agonist mode; activation, % at 8.33 µM; hit rate 0.19% among 320,000; in the data active = activation above about 80%; inconclusive = between about 30% and that limit; note: 0% is about no effect
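Fluo-8 calcium influx in TRPV1-expressing cells, kinetic read (ex 480/em 520 nm). Compound added and read 3 min for agonist activity, followed by capsaicin at EC20 final and 2 min further read for enhancement.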
MLL CXXC-DNA inh: inhibitors of human MLL CXXC domain-DNA interaction | MLL-CXXC / FITC-HOXA9 DNA fluorescence polarization | Q03164 | hit rate 0.037% among 290,000 | Potency, µM (doses to about 115 µM), for inactives: at the highest dose activity change, negative = inhibition, most hits filed as inhibitors | AID 2662; active = well fitted inhibition curve with a large enough effect in the polarisation, with a control signal flat, not every such curve was filed as active; inconclusive = small, poorly fitted or top-dose-only effect, or effect the other way, or a change in a side signal; inactive = no such curve, though single readings can be large or run the other way; the % refers to the polarisation; note: potency is the fitted concentration of half-maximal effect
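Steps: dispense CXXC domain solution (7 uM) → pin compounds or unlabeled HOX-A9 DNA control → 5 min ambient → add FLSN-HOX-A9 solution (50 nM) → spin → 30 min ambient → fluorescence polarization. Tris pH 7.5/NaCl/DTT/BSA buffer.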
GALK inhibitor: galactokinase (human) inhibition; Purified GALK, Kinase-Glo residual ATP luminescence; hit rate 0.007% among 270,000; P51570; Potency, µM (titrated, usually from 57.5 µM), without a hit: top-dose activity change, negative = inhibition, actives largely listed as inhibitors; note: potency is the fitted concentration of half-maximal effect; % is set by controls: 0 for no effect and ±100 for the full control effect
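GALK at 5 nM final was combined with compound, 35 uM ATP and 100 uM galactose in HEPES pH8.0 with MgCl2 and DTT. The reaction ran one hour at room temperature before luminescent ATP detection.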
USP2a inh: blocks human ubiquitin-specific protease USP2a; O75604; hit rate 0.01% among 330,000; Potency, µM (highest dose often 38.3 µM), for inactives: top-dose activity change, negative = inhibition, most hits filed as inhibitors; AID 463254; USP2 core, Ub-CHOP2 coupled fluorogenic reporter, 485/531;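 note: potency is the fitted concentration of half-maximal effect; plate controls were DMSO wells for no effect and full inhibition by NEM control for full effect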
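USP2 core (10nM final) preincubated 30min RT with compound in 20mM Tris-HCl pH 8.0, 2mM CaCl2, 2mM beta-mercaptoethanol, 0.05% CHAPS; 25nM Ub-CHOP2 plus 25nM reporter substrate added, fluorescence (Ex485/Em531) read after 60min.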
Giardia killer: kills Giardia lamblia; activity change, % at 7.66 µM, hits read low; AID 540267; Giardia lamblia trophozoite viability; hit rate 0.15% among 340,000; in the data active = activity change below about -80%; inconclusive = between about -30% and that limit;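 note: parasites exposed to compound for two days anaerobically before the ATP read; % is set by controls: 0 for no effect and ±100 for the full control effect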
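ATP-content bioluminescence gauges trophozoite survival. Cells (100/well) receive compound and incubate anaerobically for 48 hrs at 37 deg C; detection reagent follows for 15-30 min at room temperature.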
FBPA coupling cs: inhibits coupling enzyme system, counter-screen for aldolase hits; coupling enzyme system counterscreen, AmpLite Red fluorescence; activity change, negative = inhibition, % at 58.2 µM, hits read low; hit rate 0.67% among 290,000; AID 2472; in the data active = activity change below about -30%; note: % is set by controls: 0 for no effect and ±100 for the full control effect
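Coupling enzymes only (glyceraldehyde-3-phosphate) + compound, at 57.5 uM final, 10 min RT; add substrate/coupling/AmpLite Red mix, 20 min RT; fluorescence ex 525/em 598 nm. Actives flag coupling-system interference.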
KCNH2 3.1 block: blocks the human KCNH2 3.1 channel isoform; U2OS KCNH2 3.1, thallium flux FluxOr; stronger effect = lower value; hit rate 0.95% among 340,000; activity change, % (tested at about 1.8 µM);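 active = maximum activity change below -70%; inconclusive = maximum activity change from -70% to -50%; inactive = maximum activity change above -50%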;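 note: thallium influx rate constant from kinetic fluorescence after stimulation buffer; % is set by controls: 0 for no effect and ±100 for the full control effect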
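Steps: virus added to U2OS suspension (4 h, RT, dark); medium with 10% FBS added, cells plated, 37 C overnight; FluxOr/Red40 loading buffer 45 min RT; stimulation buffer, 2 min kinetic read; rate constant normalized.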
B2AR arrestin: agonists driving beta-arrestin recruitment to human beta2-adrenergic receptor; beta-arrestin recruitment to beta2AR, cell-based reporter; Potency, µM (titrated, usually from 46.1 µM), for the others: at the top dose activation, usual class: activators; hit rate 0.02% among 330,000; AID 492947;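 note: potency is the fitted concentration of half-maximal effect; 0% = DMSO controls and full agonism = EC100 isoproterenol or metaproterenol; nearly all actives have a fitted effect of over 65% in size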
* marks the source's active call; other numbers are inactive results; ? = inconclusive; / = no result given; [ ] = another dose, or the depositor's remark. Unless noted, calls come from the whole dose curve; as a rule, active = well fitted curve in the direction sought with a large enough effect; inconclusive = small, poorly fitted or top-dose-only effect, or another doubt; inactive = no such curve, though single readings can be large; an effect the other way counts as inactive or inconclusive.

Results follow in this order: Menin MLL FP TR	PKM2 activator	hERG WT inh	TRPV1 ag	MLL CXXC-DNA inh	GALK inhibitor	USP2a inh	Giardia killer	FBPA coupling cs	KCNH2 3.1 block	B2AR arrestin
O=C(O)c1cccc(NC(=O)c2ccc(CN3C(=O)c4ccccc4C3=O)cc2)c1
    17.1%	-8.9%	-0.4	0.9	-9.0%	3.7%	2.1%	18.9	2.1	1.0	-0.6%
CC(C)(C)C(=O)Cn1c(=N)n(Cc2ccccc2)c2ccccc21
    18.1%	-5.6%	-10.4	15.7	3.6%	-4.1%	0.5%	17.7	-2.8	-45.6	-0.2%
CSc1nc(C)c(CCOC(=O)c2cccc(C)c2)c(=O)[nH]1
    /	-3.4%	-10.9	/	2.3%	0.4%	2.6%	-5.0	2.0	2.4	-0.3%
CCOc1ccccc1OCCOc1cccc(C(F)(F)F)c1
    1.7%	1.8%	-3.2	13.7	-5.2%	2.2%	1.7%	10.3	2.3	/	0.3%
Nc1cccc2c1C(=O)N(C(=O)/C=C/c1cccc(F)c1)C2=O
    0.3%	12.0%	8.1	29.8	-9.5%	0.5%	2.1%	-5.6	-0.7	3.0	0.2%
CC(=O)NC1C(OC(=O)/C=C/c2ccccc2)OC(COC(C)=O)C(OC(C)=O)C1OC(C)=O (stereo not given)
    /	/	-0.1	-0.4	-2.0%	-5.9%	1.8%	7.6	/	11.6	0.2%
O=C(CC1C(=O)NCCN1Cc1ccc(-c2ccccc2)cc1)NC1CCC1 (stereo not given)
    -19.0%	-1.7%	-2.4	-2.6	4.9%	-0.6%	3.9%	5.7	-2.3	7.6	-0.1%
N#Cc1c(-c2ccc(Cl)cc2Cl)nc2n(c1=O)CCS2
    2.2%	0.7%	12.5	1.0	6.6%	0.6%	-1.0%	5.2	1.2	3.3	0.3%
COc1ccc(S(=O)CC(=O)Nc2ccccc2Cl)cc1 (stereo not given)
    0.5%	-0.6%	1.8	-0.5	14.9%	-1.2%	0.7%	-9.5	1.5	-13.5	-0.3%
CCOc1ccccc1NC(=O)c1cnc(NS(=O)(=O)c2ccccc2)nc1
    /	/	9.2	0.4	4.4%	5.2%	0.7%	-4.2	8.0	-8.1	-0.5%
Cc1ccccc1-c1nc(C(=O)NCC2CCCO2)cc2c1[nH]c1ccccc12 (stereo not given)
    31.0%[activator]	-5.4%	2.6	20.1	5.0%	/	0.0%	14.2	-9.5	0.2	-0.6%
CCOC(CNC(=O)CN1C(=O)COc2ccc(S(=O)(=O)N3CCCC3)cc21)OCC
    0.0%	7.1%[0.46 µM]	-5.5	-1.2	-0.9%	-1.9%	1.6%	-17.8	0.0	5.8	0.1%
CCc1nn(CC(=O)N2CCN(Cc3ccc4c(c3)OCO4)CC2)c(=O)c2cc3occc3n12
    1.2%	-1.8%	6.7	-0.7	6.7%	-1.4%	0.1%	-2.1	1.9	6.1	-0.4%
Cn1c(=O)c2c(nc(CN3CCc4ccccc4C3)n2CCCO)n(C)c1=O
    1.6%	2.1%	-3.4	1.4	2.7%	-0.8%	4.9%	3.4	-1.0	29.7	0.5%
CCOc1ccccc1NC(=O)CSc1nc(=O)n(CCCN2CCOCC2)c2c1CCC2
    /	/	0.0	6.0	/	/	-0.5%	6.7	/	1.6	-0.5%

Results follow in this order: Menin MLL FP TR	PKM2 activator	hERG WT inh	TRPV1 ag	MLL CXXC-DNA inh	GALK inhibitor	USP2a inh	Giardia killer	FBPA coupling cs	KCNH2 3.1 block	B2AR arrestin
COc1cc(CN2CCC(C(=O)N3CCCC(C)C3)CC2)cc(Br)c1O (stereo not given)
    -12.9%	0.2%	2.2	-3.7	2.5%	1.0%	0.6%	-13.7	2.7	-2.6	0.2%
COc1cc(C2C(C#N)=C(N)N(c3cccnc3)C3=C2C(=O)CC(C)(C)C3)ccc1O (stereo not given)
    2.4%	1.2%	-12.1	-3.5	22.3%	0.4%	-1.1%	4.5	-5.2	-0.8	-0.2%
COc1ccccc1C(=O)NCCn1cc(SCC(=O)Nc2cc(C)on2)c2ccccc21
    6.4%	?	-11.2	3.5	7.5%	0.5%	-5.8%	-15.5	0.6	3.4	5.7%
CCc1nnc(SCc2ccc(CSc3nnc(CC)n3N)cc2)n1N
    0.2%	0.7%	-0.8	-0.6	3.6%	-0.4%	1.1%	-16.7	4.0	13.6	-0.9%
Cc1ccccc1C(=O)N1CCN(c2ccc(NC(=O)c3ccccc3[N+](=O)[O-])cc2)CC1
    -17.7%	4.0%	-11.7	2.1	-3.4%	0.7%	0.7%	5.6	-0.1	-24.1	-0.1%
CSc1nc(SCC(=O)NC(c2ccccc2)c2ccccc2)c2c3c(sc2n1)CN(C)CC3
    -22.9%	4.4%	0.7	0.2	13.6%	2.7%	2.9%	19.8	0.2	-12.3	-3.3%
COc1cc(-c2noc(C)c2C(=O)NCc2ccc3c(c2)OCO3)cc(OC)c1OC
    /	/	-2.9	/	/	/	4.0%	-6.1	/	12.3	-0.2%
Cc1cc2oc(=O)cc(CN3CCN(S(=O)(=O)c4cccs4)CC3)c2cc1C(C)C
    10.3%	-2.7%	0.9	6.0	8.2%	-2.6%	3.4%	0.3	-2.5	-5.5	-0.9%
CCOC(=O)c1[nH]c(C)c(C(=O)N(CC)CC)c1C
    0.1%	-0.1%	2.7	-0.7	-1.2%	0.9%	1.4%	-1.0	0.9	-7.6	-3.5%
Cc1[nH]n(-c2ccccc2)c(=O)c1/C=N/c1ccccn1
    -7.3%	-18.7%	-25.6	0.7	-8.5%	1.7%	2.2%	-11.9	-1.6	46.8	-0.3%
CC(C)OC(=O)c1cccc2c1C(=O)c1ccccc1-2
    /	0.6%	1.3	?	-3.1%	-2.4%	-5.8%	33.9[activator]	0.3	-2.4	0.3%
CCOC(=O)CNC(=O)/C=C/c1c(Cl)cccc1Cl
    -8.4%	-2.8%	-7.6	4.9	16.0%	0.3%	-2.2%	-9.7	-3.5	-20.3	-1.6%
O=C(CCNC(=O)c1ccccc1Cl)Nc1ccc(Br)c(C(F)(F)F)c1
    18.6%	-4.5%	-9.7	7.8	10.9%	-4.2%	0.0%	-27.5	1.4	10.6	-0.1%
O=C(CN1C(=O)NC2(CCCCC2)C1=O)Nc1cc(C(F)(F)F)ccc1N1CCCCC1
    /	/	-8.2	6.0	/	/	2.0%	13.5	/	-5.3	0.0%
CCc1cc2c(=O)c(-c3ccc(F)cc3)c(C)oc2cc1OCC(=O)O
    ?	-4.1%	4.4	-3.3	6.0%	-2.4%	2.1%	-17.1	-3.4	8.3	-0.2%

Results follow in this order: Menin MLL FP TR	PKM2 activator	hERG WT inh	TRPV1 ag	MLL CXXC-DNA inh	GALK inhibitor	USP2a inh	Giardia killer	FBPA coupling cs	KCNH2 3.1 block	B2AR arrestin
CN(C)/N=C/c1ccc(OC(=O)c2cccc([N+](=O)[O-])c2)cc1
    15.8%	-1.7%	2.3	1.0	-2.4%	3.2%	0.2%	-4.0	0.8	7.1	0.0%
Cc1ccc(CSc2ncnc3c2cnn3Cc2ccccc2)cc1
    -6.0%	?	6.6	2.9	-5.5%	-1.4%	-0.5%	-1.1	5.8	-7.1	0.0%
COc1ccc(NC(=O)CSc2nnnn2-c2ccccc2OC)c(OC)c1
    -3.6%	-3.5%	-11.4	7.3	3.8%	2.1%	-3.1%	-6.2	-0.3	-0.5	-0.2%
C=CCn1c(C)nc2ccccc2c1=O
    1.0%	-4.4%	6.6	-0.8	-4.9%	6.5%	1.5%	6.7	3.4	0.1	0.0%
Cc1cccc(-n2cnc3c(sc4nc(N5CCOCC5)c5c(c43)CCCC5)c2=O)c1
    /	-1.1%	-0.9	-0.7	1.2%	0.1%	1.4%	-13.4	-0.5	-5.8	-0.6%
COc1ccc(OCCCC(=O)OCC(=O)Nc2c(C)nn(-c3ccccc3)c2C)cc1
    /	/	17.9	7.7	/	/	0.7%	14.5	/	1.4	0.3%
COc1ccc(OCC(=O)NNC(=O)Nc2cccc(Cl)c2)cc1
    -3.5%	4.2%	9.7	-1.4	23.5%	5.0%	0.6%	-13.1	1.2	/	-0.1%
C(=N\Nc1nc(N2CCOCC2)nc(N2CCOCC2)n1)/c1ccncc1
    -5.2%	1.1%	7.0	1.6	-2.1%	-0.1%	4.3%	1.7	0.1	-3.3	0.1%
CCOC(=O)Cc1csc2nc(-c3ccccc3)nn12
    -6.2%	0.4%	5.9	2.2	-12.9%	-3.1%	3.9%	-15.8	2.8	-0.6	-0.4%
Cc1ccc(-c2noc(C3CCCN(C(=O)c4ccc(C(C)(C)C)cc4)C3)n2)o1 (stereo not given)
    /	/	-1.7	?	-0.8%	5.7%	-7.9%	3.8	-3.3	-16.4	-0.4%

The list is partial. The share of hits here may be higher or lower than overall.
